# Screens as filed in PubChem.
# KinaseGlo FLuc: blocks Kinase-Glo luciferase, a counter-screen artifact; Q27757; Kinase-Glo luciferase, ATP luminescence, 8 min; Potency, µM (series often up to 38.3 µM), for the others: at the top dose activity change, negative = inhibition, most hits filed as inhibitors; hit rate 0.28% among 200,000; note: potency is the fitted concentration of half-maximal effect; % is set by controls: 0 for no effect and ±100 for the full control effect; nearly all actives have a fitted effect of over 60% in size
#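 Recombinant Kinase-Glo luciferase, 10 uM ATP (linear range), luciferin; imidazole pH 7.2 / KCl / MgCl2 / Tween / BSA buffer; 8 min RT; luminescence.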
# CBFb-RUNX1 inh: blocks binding between human CBF-beta and RUNX1. AlphaScreen CBFb-His/RUNX1-biotin binding, biochemical. Potency, µM (top dose mostly 59.8 µM), inactives show at the highest dose activity, negative = inhibition, usual class: inhibitors. 230,000 tested, under 10 active. AID 1477; note: % of control where 0% means no effect
# Target sequence (Q01196 whole entry, looked up): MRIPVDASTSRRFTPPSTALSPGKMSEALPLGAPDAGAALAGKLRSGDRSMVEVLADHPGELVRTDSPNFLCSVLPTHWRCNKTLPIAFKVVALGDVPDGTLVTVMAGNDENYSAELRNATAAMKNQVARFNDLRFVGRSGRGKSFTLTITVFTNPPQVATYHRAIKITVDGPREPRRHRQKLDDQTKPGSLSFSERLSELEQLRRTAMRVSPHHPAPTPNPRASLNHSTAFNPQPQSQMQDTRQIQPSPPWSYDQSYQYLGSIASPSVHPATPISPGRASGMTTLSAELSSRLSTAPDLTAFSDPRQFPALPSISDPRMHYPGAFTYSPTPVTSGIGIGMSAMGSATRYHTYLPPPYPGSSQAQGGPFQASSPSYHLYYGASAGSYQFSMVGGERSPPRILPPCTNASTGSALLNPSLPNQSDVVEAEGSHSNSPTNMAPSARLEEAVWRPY
# Target sequence (Q13951 whole entry, looked up): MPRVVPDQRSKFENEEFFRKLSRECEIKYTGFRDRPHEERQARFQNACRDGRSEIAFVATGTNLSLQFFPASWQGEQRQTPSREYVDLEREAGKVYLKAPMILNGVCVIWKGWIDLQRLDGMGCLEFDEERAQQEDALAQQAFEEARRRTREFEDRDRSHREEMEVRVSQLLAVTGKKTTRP
#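 Room-temperature protein-protein interaction test with 30 nM each of His-tagged CBF-beta and biotinylated RUNX1, 15 min with compound, then 90 min with nickel plus streptavidin beads. Signal read in AlphaScreen mode.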
# HttQ103 aggreg: mutant huntingtin aggregation inhibition; hit rate 1.1% among 220,000; Potency, µM (doses to about 46.1 µM), inactives show at the top dose activity change, negative = inhibition, hits mostly inhibitors; PC12 HttQ103-GFP aggregates, Acumen cytometry, 40 h; note: potency is the fitted concentration of half-maximal effect; % is set by controls: 0 for no effect and ±100 for the full control effect; nearly all actives have a fitted effect of over 60% in size
#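 PC12 cells with ecdysone-inducible HTT exon1 Q103-GFP, induced by 100 nM tebufenozide, given compounds in a concentration series. GFP aggregates (1–25 um, 6 SD above background) counted in lysates by laser-scanning cytometry, 488 nm excitation.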
# Epigenetic reg: regulators of epigenetic silencing causing reporter derepression in mouse cells. murine LDR cells, GFP reporter derepression, 30 h. Potency, µM (series often up to 53.9 µM), inactives show top-dose GFP activation, actives largely listed as activators. hit rate 0.2% among 280,000; note: potency is the fitted concentration of half-maximal effect; % of control where 0% means no effect; nearly all actives have a fitted effect of over 60% in size
#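 Murine LDR cells bearing a silenced CMV-driven GFP reporter were exposed to compound for 30 h at 37 C. After PBS washes, GFP-positive cells (20-120 um objects) counted by laser-scanning microplate cytometry.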
# IMPase Li inh: membrane-permeable IMPase blocker, potentiated with lithium; CHO-M1 cells, IP1 TR-FRET (IP-One), carbachol + lithium; hit rate 0.35% among 210,000; Potency, µM (titrated, usually from 59.4 µM), for inactives: top-dose activity, negative = IMPase inhibition, hits mostly inhibitors;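 note: IP1 builds up when IMPase is blocked and the TR-FRET signal falls; potency is the fitted concentration of half-maximal effect; plate controls were basal vehicle for no effect and high inhibitor control for full effect; nearly all actives have a fitted effect of over 50% in size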
#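 Concentration–response in CHO-M1 cells, lithium-potentiated; 30 min at 37C. IP1 detected by competitive TR-FRET after 10 min lysis at RT. Hill-fitted AC50.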
# L3MBTL1 inh: L3MBTL1 (human) inhibition; Q9Y468; AlphaScreen L3MBTL1–H3K9me1 peptide binding; Potency, µM (titrated, usually from 57.1 µM), for the others: at the highest dose activity, negative = inhibition, actives largely listed as inhibitors; hit rate 0.66% among 230,000; AID 485360; note: potency is the fitted concentration of half-maximal effect; % is set by controls: 0 for no effect and ±100 for the full control effect; nearly all actives have a fitted effect of over 60% in size
#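 L3MBTL1 (50 nM) pre-complexed 30 min with biotinylated H3(1-15)K9me1 peptide (75 nM), then compounds added for 30 min at room temperature; AlphaScreen streptavidin donor/nickel chelate acceptor beads (10 ug/mL final) read after 30 min dark incubation.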
# NPSR antag: blocks cAMP signaling of the human neuropeptide S receptor; Q6W5P4; CHO-NPSR cells, cAMP TR-FRET, antagonist mode; Potency, µM (doses to about 38.3 µM), for the others: at the highest dose activity change, negative = inhibition, actives largely listed as inhibitors; hit rate 1% among 220,000; note: potency is the fitted concentration of half-maximal effect; % is set by controls: 0 for no effect and ±100 for the full control effect; nearly all actives have a fitted effect of over 50% in size; many of its hits are not listed in these tables
# Target sequence (Q6W5P4 whole entry, looked up): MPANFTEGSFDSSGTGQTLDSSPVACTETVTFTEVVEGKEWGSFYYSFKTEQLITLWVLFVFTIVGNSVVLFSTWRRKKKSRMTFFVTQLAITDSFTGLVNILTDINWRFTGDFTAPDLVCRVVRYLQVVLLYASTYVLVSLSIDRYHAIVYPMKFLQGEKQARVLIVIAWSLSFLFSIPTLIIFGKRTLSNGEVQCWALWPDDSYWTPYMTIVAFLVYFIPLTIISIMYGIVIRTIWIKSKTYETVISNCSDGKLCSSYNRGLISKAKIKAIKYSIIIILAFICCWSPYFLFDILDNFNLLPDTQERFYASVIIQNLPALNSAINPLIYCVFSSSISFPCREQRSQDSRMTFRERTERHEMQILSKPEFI
# * marks the source's active call; other numbers are inactive results; ? = inconclusive; nt = no result given; & = joins results of further samples; [ ] = another dose, or the depositor's remark. Calls come from the whole dose curve; as a rule, active = well fitted curve in the direction sought with a large enough effect; inconclusive = small, poorly fitted or top-dose-only effect, or another doubt; inactive = no such curve, though single readings can be large; an effect the other way counts as inactive or inconclusive.
SMILES,KinaseGlo FLuc,CBFb-RUNX1 inh,HttQ103 aggreg,Epigenetic reg,IMPase Li inh,L3MBTL1 inh,NPSR antag
CC1CCN(C(=S)c2cn(Cc3cccc(F)c3)c3ccccc23)CC1,6%,-21%,-14%,-0.9%,9%,-4%,-43%
O=C(Cc1ccc([N+](=O)[O-])cc1)N1CCCc2ccccc21,-2%,-12%,-15%,0.0%,-2%,nt,-14%
CCOC(=O)c1cnc(SCC(=O)Nc2cccc(OC)c2)nc1N,-4%,-1%,12%,-0.1%,34%[38.3 µM],nt,-16%[46.1 µM]
COc1ccccc1-n1c(O)c(C=NCc2ccccn2)c2ccccc2c1=O,nt,6%,-8%[9.22 µM],0.0%,nt,1%,?
Cn1c(O)c(N=NC(=O)c2ccccc2O)c2ccccc21,-20%,1%,11%[9.22 µM],2.1%,27%,-5%,51%
O=C1N(Cc2cccc(Cl)c2)C[C@@H]2C[C@@H](c3cccn3-c3cccnc3)N3CCC[C@@]123,-3%,-26%,3%[9.22 µM],-0.1%,12%,-21%,59%
CCOC(=O)N1CCC(NC(=O)C(Cc2ccccc2)NC(=O)C2CCCCC2)CC1 (stereo unspecified),1%,5%,-2%,4.0%,-2%[38.3 µM],40%[activator],-9%[46.1 µM]
CN(C1CCCCC1)S(=O)(=O)c1ccc2[nH]c(=O)oc2c1,nt,-8%,-28%[9.22 µM],-0.3%,nt,-16%,-1%[7.67 µM]
Cc1ccc2nc(-c3ccc(NC(=O)c4cccnc4)cc3)oc2c1,0%,4%,23%[9.22 µM],0.0%,13%,-11%,1%
CC(=O)c1ccc(N2CCN(C(=O)c3n[nH]c4ccccc34)CC2)cc1,4%,-3%,-3%,-2.1%,16%,0%,-13%
Cc1cc(C(=O)Nc2c(C)nn(Cc3ccccc3Cl)c2C)no1,-2%,3%,17%,-1.1%,-5%[38.3 µM],4%,-7%[46.1 µM]
O=C(c1ccccc1F)N1CCN(S(=O)(=O)c2ccc(S(=O)(=O)N3CCCCC3)cc2)CC1,-3%,2%,6%,4.3%,9%[38.3 µM],1%,6%[7.67 µM]
CCOC(=O)CNC(=O)C12CC3CC(C1)CC(c1ccc(C)cc1)(C3)C2,2%,5%,25%,2.7%,-2%,11%,-8%
Clc1ccc(N/N=C/c2cccnc2)cc1,0%,-13%,12%,0.0%,-4%,-4%,4%[46.1 µM]
S=c1[nH]cnc2sc(-c3ccccc3)cc12,-3%,0%,-14%,1.5%,?,nt,-49%
CCOC(=O)c1ccc2c(c1)N(CC(=O)N1CCCC1)C(=O)C(C)(C)O2,-4%,-4%,11%,-0.2%,4%[38.3 µM],-4%,2%[46.1 µM]
COc1ccc(CN2CCN(C(=O)C3CCC(CNS(=O)(=O)c4ccccc4)CC3)CC2)c(OC)c1OC (stereo unspecified),-4%,-8%,-27%,-1.2%,7%,8%,4%
CCOC(=O)C(=CNc1ccc(OC)cc1[N+](=O)[O-])C(=O)OCC,nt,0%,-6%[9.22 µM],0.0%,nt,-2%,30%
CC1CCc2c(sc3ncnc(NS(=O)(=O)c4cccs4)c23)C1 (stereo unspecified),-1%,-6%,-19%,-1.2%,-15%,5%,-25%
CCN(CC)c1ccc(/C=C2\CCC(/C=C(\C#N)C(=O)Nc3ccccc3F)=C2N2CCOCC2)cc1,?,-2%,?,0.0%,19%,-14%,-18%
S=C(NCCc1ccccc1)NCc1ccccc1Cl,2%,12%,-17%,0.0%,0%,7%,-5%
CCn1ccnc1CN(C)Cc1cn(-c2ccc(C)cc2)nc1-c1ccc(F)cc1,-3%,11%,0%[9.22 µM],7.3%,11%,-9%,?
Cc1noc(C)c1COc1cccc(C(=O)NCc2ccccc2Cl)c1,-5%,1%,-5%,-0.2%,23%[38.3 µM],nt,-22%[46.1 µM]
Clc1cccc(Cc2nn[nH]n2)c1,nt,2%,-2%[9.22 µM],-1.2%,-3%,5%,2%
C/C=C/c1ccc(OCC(=O)OCC)c(OC)c1,0%,10%,17%[9.22 µM],-0.9%[10.1 µM],-5%,13%,-3%
COc1cc(/C=C/C(=O)NC(C)(C)C)ccc1OCc1ccccc1,-2%,-11%,-22%,-1.3%,2%,-2%,8%
COc1ccc(NS(=O)(=O)c2ccc(NC(C)=O)cc2)cc1OC,2%,1%,?,1.8%,25%[38.3 µM],-10%,4%[46.1 µM]
Cc1nnc(-c2ccccc2)o1,nt,1%,5%[9.22 µM],1.1%,nt,-24%,-10%
CCc1ccc2c(c1)C(c1cccs1)=NNC(c1cccnc1)=N2,4%,-4%,-10%,-1.0%,-3%[38.3 µM],-13%,-13%[46.1 µM]
Nc1c(C(=O)Nc2ccccc2F)sc2nc(-c3ccco3)ccc12,-2%,4%,5%,?,?,8%,20%[46.1 µM]
CCOC(=O)N1CCC(NC(=O)Cn2c3c(c(-c4ccccc4Cl)cc2=O)CCC3)CC1,3%,-2%,-17%,-0.8%,23%[38.3 µM],-3%,-7%[46.1 µM]
CCCCCCN1C=C/C(=C\C=C(C#N)C#N)c2ccccc21,?,?,?,1.1%,20%,-16%,-51%
CC(=O)Nc1ccc(/C=N/NC(=O)CNC(=O)c2ccccc2)cc1,1%,11%,-8%,2.0%,12%,4%,4%
Fc1ccc(-n2c(Cc3cccs3)n[nH]c2=S)cc1Cl,0%,13%,3%,1.1%,10%,-4%,11%
COC(=O)C1=C(C)N(c2ccc(C)cc2)/C(=C/c2ccc(O)cc2)C1=O,3%,4%,-4%[9.22 µM],-0.2%,0%,-10%,-31%
CCOc1cc(N(CC)CC)ccc1/C=C(/C#N)c1nc2ccccc2[nH]1,3%,-8%,-24%,7.9µM*,5%[38.3 µM],-20%,?
CN(C)S(=O)(=O)c1ccc(NC(=O)COC(=O)Cn2[nH]c(=O)c3ccccc3c2=O)cc1,nt,-1%,7%[9.22 µM],0.0%,nt,-6%,-17%
CC(=O)OCCNC(=O)c1cccnc1,8%&1%,-1%,9%[9.22 µM],2.1%&-2.7%,21%[38.3 µM],nt,-10%[46.1 µM]
CC(C)NC(=O)C1CCN(C2CCN(C(=O)c3scc4c3CCCC4)CC2)CC1,nt,11%,-7%[9.22 µM],1.1%,2%,7%,0%
Cc1nnc(OCc2nc3ccccc3n2C)c2ccccc12,3%,5%,3%,0.0%,16%[38.3 µM],nt,-10%[46.1 µM]
CCCc1nn(C)c2c1C(c1ccncc1)C(C#N)=C(N)O2 (stereo unspecified),-2%,-2%,13%,-0.8%,7%[38.3 µM],-4%,-16%[46.1 µM]
CS(=O)(=O)Nc1ccc(C(=O)NCCC2=CCCCC2)cc1,-3%,8%,2%,-2.3%,-2%[38.3 µM],nt,-12%[46.1 µM]
CCc1nnc(NC(=O)CSc2nnnn2-c2cccc(C(=O)OC)c2)s1,-2%,-2%,-3%,-1.0%,13%[38.3 µM],nt,-8%[46.1 µM]
Cc1nn(Cc2ccccc2Cl)c(C)c1NC(=O)c1ccn(C)n1,-3%,-8%,9%,8.0%,-8%,-1%,5%
CC(C)NC(=O)COc1ccccc1C#N,3%,3%,-5%,1.1%,-12%,nt,2%

# The closing 2 records of the part before are carried over, then new ones follow:
SMILES,KinaseGlo FLuc,CBFb-RUNX1 inh,HttQ103 aggreg,Epigenetic reg,IMPase Li inh,L3MBTL1 inh,NPSR antag
Cc1nn(Cc2ccccc2Cl)c(C)c1NC(=O)c1ccn(C)n1,-3%,-8%,9%,8.0%,-8%,-1%,5%
CC(C)NC(=O)COc1ccccc1C#N,3%,3%,-5%,1.1%,-12%,nt,2%
CC1Cc2ccccc2N1C(=O)COC(=O)c1cccnc1Cl (stereo unspecified),2%,-1%,-3%,-0.8%,0%[38.3 µM],3%,-3%[46.1 µM]
O=C(NC1CCCC1)c1ccc(S(=O)(=O)N2CCOCC2)cc1,-3%,4%,-17%,-1.0%,8%[38.3 µM],nt,-1%[46.1 µM]
Cc1ccc(S(=O)(=O)NCc2csc(-c3cccs3)n2)cc1,nt,7%,3%[9.22 µM],2.1%,nt,nt,-3%
Cc1cnc(C(=O)OCC(=O)Nc2ccc(C)c(S(=O)(=O)N3CCCCC3)c2)cn1,-1%,-1%,-7%,0.0%,-3%,11%,13%
C=COCCNC(=O)C(=O)NC(C)C,-5%,8%,3%,-1.2%,-7%[38.3 µM],3%,1%[46.1 µM]
COc1ccccc1-c1nnc(N)s1,-3%,8%,2%[9.22 µM],-1.2%,-4%,3%,-5%
S=c1[nH]cnc2scc(-c3ccccc3)c12,-1%,-6%,23%,?,-3%,-3%,-22%
COc1cc2c(cc1OC)C1(CCCC1)CNC2c1cccc([N+](=O)[O-])c1 (stereo unspecified),nt,-1%,3%,-1.8%,8%,nt,-24%
CCOC(=O)CSc1nnc(-c2ccccc2)c(=O)[nH]1,-2%,-6%,4%,-1.0%,8%[38.3 µM],nt,-5%[46.1 µM]
NS(=O)(=O)c1ccc(NC(=O)c2ccc(S(=O)(=O)N3CCc4ccccc43)cc2)cc1,-5%,-27%,4%,-0.1%,-8%,nt,-26%
CCOC(=O)c1csc(NC(=O)CC2CCCC2)n1,6%,7%,27%,-0.1%,5%,-1%,-4%
CCCOc1ccc(C2(C(=O)O)CCCC2)cc1,1%,4%,-3%,0.0%,21%[38.3 µM],nt,-5%[46.1 µM]

# Record cards, from the list above:
# Record of `CCc1ccc2c(c1)C(c1cccs1)=NNC(c1cccnc1)=N2` = KinaseGlo FLuc = 4%; CBFb-RUNX1 inh = -4%; HttQ103 aggreg = -10%; Epigenetic reg = -1.0%; IMPase Li inh = -3%[38.3 µM]; L3MBTL1 inh = -13%; NPSR antag = -13%[46.1 µM]
# Record of `C=COCCNC(=O)C(=O)NC(C)C` = KinaseGlo FLuc = -5%; CBFb-RUNX1 inh = 8%; HttQ103 aggreg = 3%; Epigenetic reg = -1.2%; IMPase Li inh = -7%[38.3 µM]; L3MBTL1 inh = 3%; NPSR antag = 1%[46.1 µM]
# Record of `CN(C1CCCCC1)S(=O)(=O)c1ccc2[nH]c(=O)oc2c1` = KinaseGlo FLuc = nt; CBFb-RUNX1 inh = -8%; HttQ103 aggreg = -28%[9.22 µM]; Epigenetic reg = -0.3%; IMPase Li inh = nt; L3MBTL1 inh = -16%; NPSR antag = -1%[7.67 µM]

# A portion of the library (hit frequency here may not be typical).
